Vif-APOBEC3G blk: inhibitors of Vif-APOBEC3G interaction. Potency, µM (highest dose often 46.1 µM), inactives show at the top dose activity, negative = active, most hits filed as inhibitors. AID 602310. actives 0.076% (n = 410,000). HeLa A3G-eYFP + Vif (tagged APOBEC3G with the HIV-1 protein that degrades it), YFP fluorescence, overnight. Q9HC16;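 also: potency is read from the fitted curve at half-maximal effect; % is scaled to controls: 0 for no effect and ±100 for the full control effect; nearly all actives have a fitted effect of over 60% in size; hits raise eYFP signal because A3G escapes Vif-driven loss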
Target sequence (Q9HC16 whole entry, looked up): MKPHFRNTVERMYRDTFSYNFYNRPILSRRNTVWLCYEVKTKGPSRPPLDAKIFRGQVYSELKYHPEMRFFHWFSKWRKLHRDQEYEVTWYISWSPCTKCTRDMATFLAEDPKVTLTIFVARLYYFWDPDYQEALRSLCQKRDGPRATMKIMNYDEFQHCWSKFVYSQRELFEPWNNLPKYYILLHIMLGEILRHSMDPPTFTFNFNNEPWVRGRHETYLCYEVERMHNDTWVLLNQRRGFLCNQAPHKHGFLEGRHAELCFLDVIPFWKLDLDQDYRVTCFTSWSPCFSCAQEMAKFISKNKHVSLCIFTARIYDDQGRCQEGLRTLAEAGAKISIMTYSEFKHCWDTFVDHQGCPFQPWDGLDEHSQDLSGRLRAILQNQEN
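Read-out is eYFP fluorescence (Ex 488/Em 500-530) from Vif-expressing HeLa A3G-eYFP cells; more signal means A3G escaped Vif-mediated degradation. Cells plated overnight, compound pinned in, incubated overnight at 37 deg C.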
GRP78 ERSR act: ER stress response induction in glioma | U87-MG GRP78 promoter luciferase reporter, 16 h | Potency, µM, inactives show top-dose activation, usual class: activators | actives 0.02% (n = 420,000); also: potency is read from the fitted curve at half-maximal effect; series mostly up to about 76 µM; % of control where 0% means no effect; nearly all actives have a fitted effect of over 35% in size
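ERSR induction read as luciferase luminescence (Bright-Glo, 10 min at room temperature) in stably transfected human U87-MG glioma cells exposed to compounds for 16 h, using GRP78 as sensor.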
D2 PAM: positive allosteric modulators of human D2 dopamine receptor | P14416 | HEK293 T-REx D2, calcium flux, EC20 dopamine potentiation | potentiation, % at 10 µM | actives 0.34% (n = 340,000) | AID 485347;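 active = potentiation over 3 SD above the plate norm, cut at about 30% in these data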; also: 0% is about no effect
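Primary screen. Calcium kinetics in induced HEK293 T-REx D2 cells: compound pre-addition 180 s, EC20 dopamine, 180 s more.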
D1 agonist: agonists of human D1 dopamine receptor; activation, % at 2 µM; P21728; HEK293 T-REx D1 cells, calcium flux, agonist mode; actives 1% (n = 360,000); in the data active = activation above about 30%; also: 0% is about no effect
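Agonism was scored from calcium flux recorded over 180 s (1 read/s) after pintool compound addition, following a 10-cycle baseline. Cells were inducible force-coupled HEK293 TREx D1, plated overnight at 30 C and loaded with no-wash calcium dye.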
RXFP1 antag: RXFP1 (human) relaxin receptor antagonism; HEK293-RXFP1, relaxin-stimulated cAMP HTRF, 30 min; hits give low values; activity change, negative = inhibition, % at 57.5 µM; actives 0.59% (n = 350,000); AID 1259400;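 active = activity change of -60% or lower, but not beyond a set lower limit; inconclusive = change between -60% and -40%, or beyond the set limit; inactive = change above -40%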; also: % is scaled to controls: 0 for no effect and ±100 for the full control effect
Target sequence (Q9HBX9 whole entry, looked up): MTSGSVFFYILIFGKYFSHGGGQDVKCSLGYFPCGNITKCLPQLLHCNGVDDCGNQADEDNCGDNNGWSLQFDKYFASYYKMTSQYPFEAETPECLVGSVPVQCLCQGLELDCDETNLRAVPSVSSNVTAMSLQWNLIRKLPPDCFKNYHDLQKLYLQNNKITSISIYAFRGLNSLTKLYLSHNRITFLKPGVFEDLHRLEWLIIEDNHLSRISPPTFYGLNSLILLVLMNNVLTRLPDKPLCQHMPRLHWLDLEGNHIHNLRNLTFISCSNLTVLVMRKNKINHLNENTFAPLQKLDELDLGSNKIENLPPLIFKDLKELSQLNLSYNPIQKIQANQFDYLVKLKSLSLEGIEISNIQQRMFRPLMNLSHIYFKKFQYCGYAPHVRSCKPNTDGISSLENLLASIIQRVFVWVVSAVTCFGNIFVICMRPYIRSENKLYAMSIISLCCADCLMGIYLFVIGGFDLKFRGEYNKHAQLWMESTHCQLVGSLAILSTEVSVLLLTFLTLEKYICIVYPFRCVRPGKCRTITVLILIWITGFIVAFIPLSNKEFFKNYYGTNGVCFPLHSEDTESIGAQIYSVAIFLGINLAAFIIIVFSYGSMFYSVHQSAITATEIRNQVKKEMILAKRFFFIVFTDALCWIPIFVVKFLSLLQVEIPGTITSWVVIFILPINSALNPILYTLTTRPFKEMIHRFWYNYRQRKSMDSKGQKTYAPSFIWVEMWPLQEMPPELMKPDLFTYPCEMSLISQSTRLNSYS
D1 antagonist: blocks dopamine activation of the human D1 receptor | HEK293 TREx D1 cells, calcium flux, dopamine EC80; hits give low values | AID 504652 | actives 3.2% (n = 360,000) | activity change, negative = inhibition, % at 10 µM | P21728; in the data active = activity change below about -30%; also: % is scaled to controls: 0 for no effect and ±100 for the full control effect
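Tetracycline-induced HEK293 T-REx cells with force-coupled D1 receptor were loaded with a no-wash calcium dye. Compound was added after a 10 s baseline and read kinetically for 180 s; EC80 dopamine was then added and calcium flux followed another 180 s.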
RXFP1 ag: agonists of human relaxin receptor RXFP1 | Potency, µM (series often up to 57.5 µM), for the others: at the top dose activation, most hits filed as activators | actives 0.3% (n = 370,000) | AID 2676 | Q9HBX9 | HEK293T-RXFP1 cAMP TR-FRET, 30 min; response scale: percent of porcine relaxin response, buffer zero; also: potency is read from the fitted curve at half-maximal effect; % is scaled to controls: 0 for no effect and ±100 for the full control effect; nearly all actives have a fitted effect of over 60% in size; many of its hits are not listed in these tables
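cAMP rise read by TR-FRET after 30 min, 37C compound exposure (up to 58 uM) in RXFP1-transfected HEK293 cells with Ro 20174 present. EC50 from Hill-equation fits, with 29 nM porcine relaxin as 100% and buffer as basal.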
Vif-A3F inh: Vif-A3F binding inhibition | actives 0.2% (n = 390,000) | AID 602313 | HeLa A3F-eYFP + Vif (tagged APOBEC3F with the HIV-1 protein that degrades it), YFP fluorescence increase | Potency, µM (titrated, usually from 46.1 µM), without a hit: at the highest dose activity, negative = active; also: potency is read from the fitted curve at half-maximal effect; % of control where 0% means no effect; nearly all actives have a fitted effect of over 65% in size
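HeLa cells stably expressing Vif plus C-terminally eYFP-tagged A3F were seeded, incubated overnight at 37 deg C, dosed with compound, incubated overnight again at 37 deg C. Yellow fluorescence (Ex 488/Em 500-530) reported blocked Vif-mediated A3F-eYFP degradation.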
D1 potentiator: enhances dopamine response at the human D1 receptor; AID 504651; actives 0.036% (n = 360,000); P21728; HEK293 TREx D1 cells, calcium flux, dopamine EC20 potentiation; potentiation, % at 10 µM; in the data active = potentiation above about 30%; also: 0% is about no effect
The depositor's hits bear a star; ? = inconclusive; nt = not tested or not shown. Unless noted, calls follow the shape of the dose curve; as a rule, active = well fitted curve in the direction sought with a large enough effect; inconclusive = small, poorly fitted or top-dose-only effect, or another doubt; inactive = no such curve, though single readings can be large; an effect the other way counts as inactive or inconclusive.

SMILES | Vif-APOBEC3G blk | GRP78 ERSR act | D2 PAM | D1 agonist | RXFP1 antag | D1 antagonist | RXFP1 ag | Vif-A3F inh | D1 potentiator
Cc1cc(Oc2ccccc2)nc(N2CCOCC2)n1 | -4% | -1% | -3 | 1 | -7 | -9 | 0.5% | -6% | -1
Cc1cc(C)cc(OCCSc2nc3ccc(NC(=O)c4cccs4)cc3s2)c1 | ? | -2% | 7 | 9 | nt | 4 | 17% | 2% | -1
CCc1ccc(S(=O)(=O)c2nnn3c2nc(NC2CCCCCC2)c2sccc23)cc1 | -3% | -3% | 0 | 4 | -6 | 2 | 23% | -2% | 2
O=C(Nc1cccc(F)c1)C1CCN(c2nnnn2-c2ccccc2)CC1 | 2% | 0% | -10 | 3 | -1 | -30* | -0.7% | -8% | -4
Cc1cc(C)c2cc(CN(CCCO)S(=O)(=O)c3ccccc3F)c(=O)[nH]c2c1 | 3% | -5% | 2 | 3 | -10 | 8 | -2.4% | 7% | -2
CCc1ccc(NC(=O)c2ccc(C3SCC(=O)N3CCc3ccccc3)cc2)cc1 (configuration not stated) | -8% | -2% | -6 | 5 | 6 | 7 | -1.4% | -1% | -3
OCCn1ccc(-c2ccccc2OCc2ccc(F)cc2)n1 | 0% | 0% | -7 | 3 | 1 | -1 | 3.6% | -9% | -5
O=C(CCN1CCOCC1)N/N=C/c1cc(Br)cc(Br)c1O | 6% | -6% | -9 | 3 | -37 | 0 | 4.9% | 6% | -4
COc1ccccc1-n1c(-c2ccc(C)cc2)cn2c3c(=O)n(C)c(=O)n(C)c3nc12 | 2% | -1% | 1 | 5 | -21 | -4 | 6.1% | 0% | 0
CCC1(C)N=C(N)Nc2nc3cc(C)c(C)cc3n21 (configuration not stated) | 0% | -3% | -10 | 1 | -19 | -6 | -1.0% | 1% | -1
CCOC(=O)c1cnc(N2CCN(c3cccc(C)c3C)CC2)c2ccccc12 | 11% | -2% | 9 | 1 | 2 | -3 | 3.4% | 4% | -3
Fc1cc(Br)cc(F)c1NC(=S)N1CCOCC1 | -7% | 6% | -2 | 1 | 8 | -9 | 3.1% | 11% | 6
CC1=NOC(=O)/C1=C\c1ccc(-c2ccc(Br)cc2)o1 | ? | -13% | nt | 0 | -25 | -21 | 19% | -1% | -4
Cc1ccc(S(=O)(=O)C(CNS(=O)(=O)c2cc(F)ccc2F)c2cccs2)cc1 (configuration not stated) | 13% | 0% | -1 | -4 | -4 | nt | 1.4% | -3% | 6
CN(C)c1ccc(S(=O)(=O)NCC(=O)OCC(=O)NC(=O)C2CCCCC2)cc1[N+](=O)[O-] | 3% | 3% | -7 | 3 | 2 | 3 | -1.1% | -4% | -1
COC(=O)c1ccc(-n2c(C)cc(C(=O)COC(=O)CNS(=O)(=O)c3ccc(C)cc3)c2C)cc1 | 1% | -3% | -3 | 2 | -7 | 6 | 1.2% | 5% | -9
CC(=O)N1CC(=O)N(OCc2ccccc2)C1c1ccc(Cl)cc1Cl (configuration not stated) | -1% | -2% | 1 | 4 | -5 | 2 | 4.3% | -7% | -1
Nn1c(SCC(=O)Nc2ccccc2C(F)(F)F)nncc1=O | -1% | -5% | 6 | 4 | 4 | 10 | -0.9% | -6% | 8
Nc1ccc(-c2nnnn2-c2ccc(N)cc2)cc1 | 2% | -4% | -1 | 1 | -6 | 4 | 1.6% | -30% | 2
COCCn1c(SCC(=O)Nc2cc(C)nn2-c2ccccc2)nnc1-c1ccncc1 | 0% | -3% | 9 | -1 | -12 | -2 | 2.5% | -7% | -6
CC1=C(C(=O)OCc2ccccc2)C(c2cccs2)NC(=O)N1CCCC(=O)O (configuration not stated) | -6% | 7% | 2 | 0 | nt | 20 | 1.0% | 3% | -4
COC(=O)C(O)(CC(=O)Nc1cc(Cl)ccc1Cl)C(F)(F)F (configuration not stated) | 3% | 7% | nt | 0 | 0 | -19 | -1.0% | 0% | -4
CC(=O)Nc1ccc(S(=O)(=O)NCCC(=O)NCC2COc3ccccc3O2)cc1 (configuration not stated) | -5% | -5% | -3 | 3 | -5 | -11 | -0.1% | 9% | 6
CCc1ccc(-c2nc(CN3CCC(C(=O)NCc4ccc(F)cc4)CC3)c(C)o2)cc1 | -3% | 1% | -11 | 33* | -20 | -10 | 0.4% | -16% | 2
COc1ccc(Br)cc1CNC(=O)Cn1nc(C)n2c(cc3cc(F)ccc32)c1=O | -7% | -1% | 2 | 0 | 0 | 2 | 1.8% | -1% | -4
C=CCN1C(=O)[C@]2(c3ccccc31)C1CCCC=C1C(C#N)=C(N)C2(C#N)C#N (some centres not stated) | 4% | -3% | -14 | 16 | 1 | 16 | 0.8% | -8% | 5
O=C1CC(N2C(=O)/C(=C/C=C/c3ccccc3)SC2=S)C(=O)N1c1ccccc1 (configuration not stated) | -10% | -4% | 11 | 3 | 15 | 21 | 0.2% | ? | -2
Cn1ccnc1C1CCCCN1Cc1nc(Cc2ccccc2F)no1 (configuration not stated) | 1% | -3% | 1 | 0 | 5 | -7 | 1.7% | -2% | -1
COc1ccc(O)c(-c2cn[nH]c2-c2cccs2)c1 | 1% | -6% | -9 | 3 | -5 | 7 | 1.5% | -7% | 2
COc1ccc(Cl)cc1C(=O)NC(=S)Nc1cc(-c2nc3ccccc3[nH]2)ccc1C | -1% | 2% | 23 | 2 | -9 | 5 | 4.0% | -10% | 1
O=C(NCc1ccccc1)/C(=C\c1ccc(O)cc1)NC(=O)c1ccco1 | 1% | -4% | -6 | 7 | 4 | -5 | -1.0% | -19% | -2
CS(=O)(=O)N1CCN(c2ccc(NC(=O)c3cc4ccccc4o3)cc2)CC1 | 1% | 0% | 2 | 2 | 2 | -12 | 1.7% | -2% | -1
O=C(CN1C(=O)NC2(CCCC2)C1=O)N1CCN(c2ccc(C(F)(F)F)cc2[N+](=O)[O-])CC1 | 2% | -2% | nt | nt | 5 | nt | nt | 1% | nt
N#CCCN(C(=O)COC(=O)Cc1ccc(Br)cc1)c1ccccc1 | -4% | -5% | 8 | 7 | -18 | -4 | -1.1% | -6% | -1
Cc1cc(C)n(CCNC(=O)C2CCC(=O)N(Cc3ccc(Cl)cc3)C2)n1 (configuration not stated) | -11% | -1% | 0 | 2 | 6 | -9 | 0.3% | -3% | -6
COc1ccc(C(=O)N=c2sccn2C)cc1 | 2% | -2% | nt | 0 | 8 | 5 | 1.9% | 7% | 1
O=C(O)[C@H]1CCCC[C@H]1C(=O)NCCc1ccccc1 | -1% | -2% | -3 | -2 | 4 | nt | 0.2% | 3% | -2
COc1ccc(C)cc1N(CC(N)=O)S(=O)(=O)c1ccc(C)cc1 | -1% | 1% | nt | 0 | -4 | 13 | -0.4% | 1% | -1
CCOc1cccc(-c2cc(-c3n[nH]c(=S)n3CC)c3ccccc3n2)c1 | -1% | -1% | 14 | 3 | -1 | 5 | 6.4% | -1% | -4
COc1cc2cc(C)c3nnc(SCC(N)=O)n3c2cc1OC | nt | nt | -2 | 1 | nt | 6 | 4.2% | nt | -3

2 neighbouring records already listed:
SMILES | Vif-APOBEC3G blk | GRP78 ERSR act | D2 PAM | D1 agonist | RXFP1 antag | D1 antagonist | RXFP1 ag | Vif-A3F inh | D1 potentiator
CCOc1cccc(-c2cc(-c3n[nH]c(=S)n3CC)c3ccccc3n2)c1 | -1% | -1% | 14 | 3 | -1 | 5 | 6.4% | -1% | -4
COc1cc2cc(C)c3nnc(SCC(N)=O)n3c2cc1OC | nt | nt | -2 | 1 | nt | 6 | 4.2% | nt | -3

Entries listed so far shown as hits in D1 agonist:
canonical_smiles	Vif-APOBEC3G blk	GRP78 ERSR act	D2 PAM	D1 agonist	RXFP1 antag	D1 antagonist	RXFP1 ag	D1 potentiator
CCc1ccc(-c2nc(CN3CCC(C(=O)NCc4ccc(F)cc4)CC3)c(C)o2)cc1	-3%	1%	-11	33*	-20	-10	0.4%	2

Following part
SMILES | Vif-APOBEC3G blk | GRP78 ERSR act | D2 PAM | D1 agonist | RXFP1 antag | D1 antagonist | RXFP1 ag | Vif-A3F inh | D1 potentiator
COc1cc(CNCCSc2nnnn2C)cc(Br)c1OCc1ccccc1F | 0% | 0% | -13 | 6 | -13 | -3 | 0.4% | -3% | -7
O=C(Nc1cccc([N+](=O)[O-])c1)N1CCCCCC1 | -2% | 12% | -5 | 1 | 5 | 11 | -2.4% | -1% | 1
COc1cc(NC(=O)c2ccc3snnc3c2)cc(OC)c1 | -1% | 0% | -18 | 1 | -20 | -15 | 2.8% | -5% | 0
O=C(CN1CCN(Cc2ccccc2F)C1=O)NCc1ccccc1 | 3% | -1% | -5 | 2 | nt | 6 | 0.6% | -9% | 0
Cc1ccc(-c2nn(C)c(=O)c3ccccc23)cc1CNC(=O)Cn1nc(-c2ccccc2)c2ccccc2c1=O | nt | nt | 9 | 2 | nt | 10 | -0.8% | nt | 4
Cc1cc(C)c(C#N)c(SCC(=O)CC(=O)OC(C)C)n1 | 0% | 4% | 8 | 1 | 5 | 6 | 3.4% | -2% | 1
COc1ccc2nc(NC(=O)C3CCN(S(=O)(=O)c4cccc5nsnc45)CC3)sc2c1 | 2% | -10% | nt | nt | -12 | nt | 0.3% | -6% | nt
CCN(Cc1ccccc1)C(c1cccc(C#N)c1)c1nnnn1C(C)(C)C (configuration not stated) | 1% | -2% | -16 | 10 | 8 | 20 | 1.5% | -3% | 0
Cc1cc(-c2nc3ccccc3s2)ccc1N | 0% | -11% | nt | nt | -11 | nt | nt | 1% | nt
COc1ccccc1-c1cn(C(C)(C)C)nc1C | -4% | 2% | -4 | 4 | 7 | -15 | -2.7% | 25% | 2
Cc1nn(C)c(=O)n1N(C)c1ncc(C(F)(F)F)cc1Cl | -7% | -1% | 0 | 1 | 5 | 2 | -0.2% | 4% | 2
CC12CCC3c4cc(CN5CCOCC5)c(O)cc4CCC3C1CCC2=O (configuration not stated) | 3% | -4% | nt | nt | -2 | nt | nt | 1% | nt
CCc1cccc(NC(=O)CSc2n[nH]c(-c3ccccc3Cl)n2)c1 | -7% | -5% | -10 | 4 | -21 | -10 | -0.6% | 1% | -1
Nc1nonc1C(=O)NC(c1ccccc1)c1ccccc1 | 1% | -5% | 1 | 0 | -2 | -36* | 1.1% | 6% | -1
COc1ccc2c(c1[N+](=O)[O-])CCC/C2=N/OC(=O)c1cccc2ccccc12 | 0% | -5% | -4 | 2 | -4 | -21 | -0.9% | -2% | 6

Screens (PubChem BioAssay)

Only part of the results is shown; count on the stated rates, not on these rows.
